TGFb SMAD3 inh: TGF-b pathway inhibition | HepG2 CAGA-GFP TGF-b/SMAD3 reporter, GFP fluorescence, 18 h; TGF-beta stimulated, 500 pg/mL final | Potency, µM (highest dose often 46.1 µM), inactives show at the top dose activity, negative = inhibition, actives largely listed as inhibitors | actives 1.2% (n = 410,000) | AID 588855; note: potency is the fitted concentration of half-maximal effect; % is set by controls: 0 for no effect and ±100 for the full control effect; nearly all actives have a fitted effect of over 65% in size
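HEPG2 CAGA-GFP, 1000 cells/well; 2 h settle, 37 C; cpd via pin tool; TGF-b 500 pg/mL final; 18 h, 37 C; GFP imaging ex488/em500-530; %Activity normalised to -TGF-b and +DMSO controls; CRC fit, curve class.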
MmCpn inh: blocks the Methanococcus maripaludis chaperonin Mm-Cpn; purified Mm-Cpn ATPase, ADP Transcreener TR-FRET; Potency, µM (top dose mostly 76.9 µM), without a hit: at the highest dose activity, negative = inhibition, hits mostly inhibitors; actives 0.031% (n = 330,000); AID 504842; note: potency is the fitted concentration of half-maximal effect; % is set by controls: 0 for no effect and ±100 for the full control effect; nearly all actives have a fitted effect of over 80% in size
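Measured: ADP formation by purified Mm-CPN. Conditions: 25 nM protein, 10 uM ATP, Tris pH 7.4 with Mg2+, K+ and DTT, 37°C for 30 min. Detection: Transcreener HTRF after 30 min at room temperature.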
HepG2 viability: HepG2 cytotoxicity, counter-screen for TGF-b inhibitors | HepG2 CAGA-GFP viability, ATP luminescence, 18 h | Potency, µM (series often up to 46.1 µM), for the others: at the highest dose activity change, negative = cytotoxicity, hits mostly cytotoxic | actives 0.76% (n = 410,000); note: potency is the fitted concentration of half-maximal effect; some results filed as inactive show a strong effect at the top dose
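CellTiter-Glo luminescence gave cytotoxicity after 18 hours at 37 degrees C. The cells were HepG2 CAGA-GFP in 1% FBS DMEM, stimulated with 500 pg/mL TGF-beta after compound addition. %Activity was normalised to no-cell wells (complete cell-killing) and DMSO (no toxicity), and curves were fitted and classified.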
A549 tox: kills or reduces viability of A549 cells in Nrf2 counter-screen | AID 504648 | A549 ARE-Fluc cells, CellTiter-Fluor viability, 18-24 h | Potency, µM (highest dose often 46 µM), for inactives: at the top dose activity change, negative = cytotoxicity, usual class: inhibitors | actives 0.16% (n = 390,000); note: potency is the fitted concentration of half-maximal effect; % is set by controls: 0 for no effect and ±100 for the full control effect
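Cytotoxicity counterscreen: CellTiter-Fluor fluorescence was measured in A549 ARE_Fluc cells after 18-24 h of compound exposure in a concentration series. The subsequent BugLite luminescent read reports ARE-luciferase activity.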
Nrf2 ARE act: activates Nrf2 signaling; actives 0.31% (n = 410,000); Potency, µM (doses to about 46.1 µM), for the others: at the highest dose activation, most hits filed as activators; AREc32 ARE-luciferase reporter (MCF7-derived line), luminescence, 24 h; note: potency is the fitted concentration of half-maximal effect; % of control where 0% means no effect; nearly all actives have a fitted effect of over 65% in size
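AREc32 cells carrying an ARE-driven firefly luciferase reporter were seeded at 1000 cells/well in OPTI-MEM with 5% FBS, then exposed to compound for 24 hr at 37 deg C. Luminescence was read with Steady-Glo after 30 min at RT.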
Akt phos inh: Akt phosphorylation inhibition; Neuro2A IGF-stimulated pAkt S473 HTRF, 20 min; active compounds read low; actives 0.32% (n = 360,000); activity change, % for hits at 50 µM; in the data active = activity change below about -80%; inconclusive = mostly about -51% to -80%; note: % is set by controls: 0 for no effect and ±100 for the full control effect
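Neuro2A cells (4,500/well, DMEM with 0.5% FBS) were treated with compound at a single 50 µM final concentration, stimulated with 6 nM IGF for 20 min at 37 °C, and lysed. Phospho-Akt Ser473 was read by HTRF as 665/615 ratio ×10^4.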
S2 tox: reduces viability in counter-screen for ATXN expression inhibitors; S2 cells (HEK-293 line with an ATXN2-luciferase reporter) viability, CellTiter-Fluor protease fluorescence, 24 h; Potency, µM (highest dose often 56.7 µM), actives largely listed as cytotoxic; actives 0.49% (n = 400,000); AID 651635; note: potency is the fitted concentration of half-maximal effect; nearly all actives have a fitted effect of over 40% in size
Nrf2 inh: Nrf2 pathway inhibition; actives 2.1% (n = 360,000); AID 504444; Potency, µM (highest dose often 46 µM), for inactives: at the top dose activity change, negative = inhibition, usual class: inhibitors; A549 ARE-Fluc reporter, luciferase luminescence, 18-24 h; note: potency is the fitted concentration of half-maximal effect; % is set by controls: 0 for no effect and ±100 for the full control effect; nearly all actives have a fitted effect of over 60% in size
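Quantitative HTS in A549 cells stably bearing an antioxidant response element-firefly luciferase construct. Inhibition of Nrf2-driven transcription was scored by luminescence after 18-24 h of compound exposure at 37 °C.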
CCT chaperon mod: changes cytosolic chaperonin activity; purified chaperonin ATPase assay, HTRF ADP detection, 30 min; activity change, % (test concentration not listed), hits read low; actives 0.3% (n = 360,000); in the data active = activity change below about -30%; note: % is set by controls: 0 for no effect and ±100 for the full control effect
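Nucleotide hydrolysis assay: TRiC at 20–40 nM final (set by batch activity) with 10 uM ATP, 30 min at 37 °C, in presence of 76 uM compound. Detection by competitive ADP HTRF, 30 min ambient.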
The depositor's hits bear a star; i = inactive; ? = inconclusive; . = no result given. Unless noted, calls come from the whole dose curve; as a rule, active = well fitted curve in the direction sought with a large enough effect; inconclusive = small, poorly fitted or top-dose-only effect, or another doubt; inactive = no such curve, though single readings can be large; an effect the other way counts as inactive or inconclusive.

Under each structure: TGFb SMAD3 inh	MmCpn inh	HepG2 viability	A549 tox	Nrf2 ARE act	Akt phos inh	S2 tox	Nrf2 inh	CCT chaperon mod
O=C(NCC1CCCO1)C1CCN(C2CCN(C(=O)Cc3ccsc3)CC2)CC1 (stereo not drawn)
  -2%	0%	-2%	9%	1.4%	i	i	10%	0.8
O=C(NCc1ccco1)/C(=C/c1cccnc1)NC(=O)c1ccco1
  ?	1%	4%	-5%	-0.9%	i	i	2%	3.1
Cn1c(Oc2ccc(Cl)cc2)c(C=O)c2ccccc21
  ?	0%	-44%	-1%	2.8%	i	i	?	0.3
Cc1c(C(=O)Nc2cccnc2Cl)oc2ccccc12
  1%	-2%	-11%	2%	10%	i	i	?	0.0
CC(=O)Oc1ccccc1/C=C1\CCOC1=O
  3%	-3%	7%	-7%	0.2%	i	i	11%	-1.4
COc1ccc(C(C)=O)cc1COC(=O)CNC(=O)c1cc(C)cc(C)c1
  1%	2%	-11%	-2%	1.7%	i	i	11%	0.2
O=C(N/N=C/c1cc2c(cc1Cl)OCO2)c1cc(-c2ccccc2)n[nH]1
  3%	-8%	-35%	-9%	0.5%	i	i	?	0.6
CC(NC(=O)CN1CCN(CC(=O)Nc2ccccc2Cl)CC1)c1ccc(Br)cc1 (stereo not drawn)
  ?	2%	-15%	-4%	3.9%	i	i	-12%	0.1
Cc1c(NC(=O)CN2C(=O)C(=O)N(Cc3ccccc3)C2=O)c(=O)n(-c2ccccc2)n1C
  -2%	0%	-1%	8%	0.2%	i	i	7%	0.9
Cc1ccc(-c2nc3ncccc3o2)cc1NC(=O)c1ccccc1
  9%	-3%	-28%	-16%	0.3%	i	?	26%	-0.4
Cc1c([N+](=O)[O-])c2ccc(O)cc2n1-c1ccccc1
  -28%	2%	-20%	0%	3.7%	i	?	2%	1.6
CC(=N\O)/C(CN(C)C)=N/O
  3%	.	-15%	6%	-1.0%	i	i	-6%	-0.9
CCc1c(O)nc(N2CCN(Cc3ccccc3)CC2)[nH]c1=O
  6%	-3%	-23%	-12%	0.1%	i	i	10%	0.3
CC(C)Nc1nc(Oc2ccc(=O)n(-c3ccccc3)n2)nc(N(C)C)n1
  -6%	3%	-5%	-3%	-0.2%	i	?	-4%	-1.1
COc1cc(C(=O)NC(c2ccccc2)c2ccccc2)cc(OC)c1C
  -10%	?	-9%	5%	-0.5%	i	i	5%	-9.7

The closing 6 compounds of the part before open the next one.
Under each structure: TGFb SMAD3 inh	MmCpn inh	HepG2 viability	A549 tox	Nrf2 ARE act	Akt phos inh	S2 tox	Nrf2 inh	CCT chaperon mod
Cc1ccc(-c2nc3ncccc3o2)cc1NC(=O)c1ccccc1
  9%	-3%	-28%	-16%	0.3%	i	?	26%	-0.4
Cc1c([N+](=O)[O-])c2ccc(O)cc2n1-c1ccccc1
  -28%	2%	-20%	0%	3.7%	i	?	2%	1.6
CC(=N\O)/C(CN(C)C)=N/O
  3%	.	-15%	6%	-1.0%	i	i	-6%	-0.9
CCc1c(O)nc(N2CCN(Cc3ccccc3)CC2)[nH]c1=O
  6%	-3%	-23%	-12%	0.1%	i	i	10%	0.3
CC(C)Nc1nc(Oc2ccc(=O)n(-c3ccccc3)n2)nc(N(C)C)n1
  -6%	3%	-5%	-3%	-0.2%	i	?	-4%	-1.1
COc1cc(C(=O)NC(c2ccccc2)c2ccccc2)cc(OC)c1C
  -10%	?	-9%	5%	-0.5%	i	i	5%	-9.7
CC(=O)Nc1cccc(-c2ccnc3c2CC(C)(C(=O)Nc2cccc(C(F)(F)F)c2)O3)c1 (stereo not drawn)
  ?	.	-68%	.	-0.6%	i	?	.	-0.3
CSc1nnc(-c2cc(C)on2)n1-c1ccccc1
  -4%	0%	6%	-3%	-0.4%	i	i	-3%	-0.8
Cn1c(SCC(=O)Nc2ccccc2Oc2ccccc2)nnc1C1CC1
  6%	1%	-1%	0%	-0.5%	i	i	-11%	-4.2
COc1cccc(CNC(=O)NCc2noc3ccc(C)cc23)c1
  17%	.	-1%	0%	-0.9%	.	i	-21%	.
COCCCN1C(=O)c2ccccc2C1C(=O)NC1CCCCCC1 (stereo not drawn)
  -4%	1%	0%	-10%	0.1%	i	i	2%	2.2
O=C(COC(=O)COc1cccc(F)c1)NCCC1=CCCCC1
  -17%	-4%	-27%	-1%	-0.4%	i	i	3%	0.6
CC1CC(C)CN(C(=O)CSc2nc(Cc3cccs3)nc3ccccc23)C1 (stereo not drawn)
  ?	-9%	-15%	-5%	2.2%	i	i	?	-0.7
CCn1c(SCC(=O)N2CCCCC2)nc2c(c1=O)SCC2
  -2%	-1%	1%	-11%	0.4%	i	i	-10%	0.0
C=CCOc1ccc(/C(O)=C2\C(=O)C(=O)N(CCCOC)C2c2ccncc2)cc1 (stereo not drawn)
  1%	-6%	5%	-5%	0.4%	i	i	10%	0.4
CCCOC(=O)c1ccc(NC(=O)C(=O)NCC2CCCO2)cc1 (stereo not drawn)
  ?	-2%	-17%	0%	2.5%	i	i	6%	0.0
COc1ccc(/C=N/NC(=O)c2cc(C)oc2C)cc1OCc1ccccc1
  -7%	4%	-10%	-7%	7.3%	i	i	?	0.5
COc1ccc(N2CCN(C(=O)c3[nH]c(C(F)(F)F)nc3-c3ccccc3)CC2)cc1
  8%	.	-5%	.	-0.5%	i	i	.	1.2
CC(C)(C)C(=O)N=C1SC2CS(=O)(=O)CC2N1c1ccc2c(c1)OCO2 (stereo not drawn)
  -3%	2%	-1%	-5%	0.2%	i	i	5%	0.5
COC(=O)Cn1cnc2c(C#N)c3n(c2c1=O)CCCC3
  11%	2%	0%	0%	2.4%	?	i	11%	-2.3
O=C(NCc1ccccc1)C1CC(=O)N(C2CCCCCC2)C1 (stereo not drawn)
  ?	0%	10%	6%	-0.2%	i	i	17%	0.4
Cc1nnc(SCC(=O)N2CCc3ccccc32)n1-c1ccccc1
  4%	.	-17%	-10%	0.3%	i	i	-17%	0.2
C/C(=N\NC(=O)c1ccc(CSc2nc(C)cc(C)n2)cc1)C1CCCCC1
  -12%	-2%	15%	0%	-0.4%	i	i	2%	2.4
O=C(c1ccc(F)cc1)N1CCC(n2nnc3ccccc32)CC1
  23%	0%	25%	2%	-0.5%	i	i	-6%	0.2
O=C(NC1CCCc2ccccc21)c1ccc(F)cc1F (stereo not drawn)
  -5%	0%	-28%	9%	-0.2%	i	i	-16%	-10
CN(CC(=O)Nc1ccc(C#N)cc1)Cc1ccc(Cl)c(Cl)c1
  -18%	0%	-32%	-3%	1.5%	i	i	-27%	-2.2
O=C(Nc1ccc(N2CCOCC2)cc1)c1cccc2ccccc12
  -22%	-1%	8%	-2%	-0.7%	i	i	?	0.1
COn1c(C)c(C(C)=O)c2c3no[n+]([O-])c3ccc21
  12%	0%	4%	1%	0.0%	i	i	-5%	-8.4
COc1ccc2[nH]c(=O)c(NC(N)=S)nc2c1
  0%	-1%	-16%	-5%	-0.1%	i	i	-8%	0.0
COc1ccc(NC(=O)C(=S)N2CCCC2)cc1
  -13%	0%	42%	-5%	0.8%	i	i	?	-1.9
O=C(c1cccs1)N1C[C@@H](n2cc(C3CC3)nn2)[C@H](O)C[C@@H]1c1ccccc1
  -9%	.	-18%	.	-2.6%	i	i	.	-0.6
CCCSc1ncc(Cl)c(C(=O)Nc2c(C(=O)Nc3ccc(C)cc3)oc3ccccc23)n1
  .	.	-1%	1%	3.5%	.	.	6%	.
CN(CC(=O)Nc1ccc(Cl)cc1)C(=O)CNC(=O)Cc1cccc2ccccc12
  -4%	1%	-19%	4%	3.7%	i	i	-16%	-5.3
CCOC(=O)c1c(-c2ccc(C)o2)csc1NC(=O)COC(=O)c1cccs1
  14%	-23%	-6%	-18%	11%	i	i	-11%	-1.0
Cc1ccc(C(=O)OC2=CC(=O)CC(C)(C)C2)cc1
  14%	-2%	4%	-6%	-0.6%	i	i	?	-0.8
CNc1nc(Nc2ccc(C)c(Cl)c2)nc(N)c1[N+](=O)[O-]
  11µM*	0%	-75%	16%	?	i	?	?	2.1
O=C(NCCCN1CCCCC1)c1ccc2c(c1)ncn2C1CCCC1
  13%	4%	15%	1%	0.0%	i	i	8%	-1.6
CCOc1ccc(N(C(C)C(=O)NCCSc2ccc(Cl)cc2)S(C)(=O)=O)cc1 (stereo not drawn)
  ?	.	-7%	-1%	4.2%	.	i	-10%	.
CCCCC(=O)NCc1ccc(Cl)cc1
  -24%	3%	-10%	7%	-0.9%	i	i	7%	-1.9
C[C@@H]1CN([C@H](C)CO)C(=O)CCCn2nncc2CO[C@H]1CN(C)C(=O)c1ccc2ccn(C)c2c1
  1%	.	-17%	.	-0.3%	i	i	.	-0.3
Cc1nn(C)c(C(=O)N2CCc3ccccc32)c1Br
  -1%	3%	0%	-4%	0.1%	i	i	5%	2.0
Cc1cccc(NC(=O)CN2CCCCCC2)c1
  7%	-1%	-3%	1%	0.4%	i	i	22%	-0.1
CC(=O)c1c(C(C)=O)c(C)n(-c2ccc(O)cc2)c1C
  10%	.	9%	-13%	-0.7%	i	i	-14%	-1.4
O=C(Nc1ccccc1O)c1ccc(NS(=O)(=O)c2cccc3cccnc23)cc1
  ?	0%	-45%	10%	11µM*	i	i	-10%	0.3
CC(=O)Nc1ccc(S(=O)(=O)NCCC(=O)OCC(=O)N2CCN(C(=O)c3ccco3)CC2)cc1
  4%	0%	1%	-2%	-0.2%	i	i	16%	-2.5

Source: PubChem
